Source: PubChem (National Center for Advancing Translational Sciences (NCATS))
TrxR1 substrate – is turned over as a substrate by rat TrxR1; O89049; purified TrxR1 substrate turnover, NADPH consumption readout; Potency, µM (titrated, usually from 114 µM), for the others: at the highest dose activity change, negative = substrate turnover; hit rate 0.01% among 390,000; AID 588456; further: potency means the concentration at half of the fitted maximal effect; on the % scale 0 is the no-effect control and ±100 the full control effect; nearly all actives have a fitted effect of over 50% in size
Target sequence (O89049 whole entry, looked up): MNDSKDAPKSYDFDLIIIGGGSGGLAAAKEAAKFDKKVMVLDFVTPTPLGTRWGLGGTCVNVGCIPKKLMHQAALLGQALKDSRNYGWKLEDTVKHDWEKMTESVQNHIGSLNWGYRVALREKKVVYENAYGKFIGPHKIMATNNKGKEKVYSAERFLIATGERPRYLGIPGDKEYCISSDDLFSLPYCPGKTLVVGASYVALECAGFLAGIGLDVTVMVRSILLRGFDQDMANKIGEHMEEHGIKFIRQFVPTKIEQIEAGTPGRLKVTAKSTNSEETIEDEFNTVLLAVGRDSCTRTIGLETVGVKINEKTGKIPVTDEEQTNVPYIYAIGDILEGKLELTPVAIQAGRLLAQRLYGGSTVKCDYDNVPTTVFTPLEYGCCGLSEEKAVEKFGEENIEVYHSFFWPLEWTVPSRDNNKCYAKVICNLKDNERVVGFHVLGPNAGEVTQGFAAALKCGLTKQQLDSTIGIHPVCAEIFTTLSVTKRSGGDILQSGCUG
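Rat TrxR1, dispensed at 90 nM, was prereduced with 400 uM NADPH (final) for 5 min at ~22 deg C, then incubated with compound 15 min before 400 uM selenite. A first-read NADPH fluorescence drop versus no-compound background flagged substrates.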
D2 antag – antagonizes the human D2 dopamine receptor | HEK293 TREx D2 cells, calcium flux, dopamine EC80 | inhibition, % at 10 µM | hit rate 2% among 340,000; in the data active means inhibition above about 30%; further: 0% is about no effect
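Overnight-induced (tetracycline, 30 C) HEK293 T-REx cells carrying force-coupled D2 receive a no-wash calcium dye, then compound, then EC80 dopamine at 180 s; signals are read kinetically throughout.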
Pin1 inhibitor – inhibitors of human Pin1; Q13526; Pin1 FP peptide displacement, HiFluor488, 10 min; Potency, µM (highest dose often 115 µM), inactives show at the top dose activity, negative = inhibition, actives largely listed as inhibitors; hit rate 0.009% among 390,000; AID 504891; active means well fitted inhibition curve with a large enough effect in the polarisation, with a control signal flat, not every such curve was filed as active; inconclusive means small, poorly fitted or top-dose-only effect, or effect the other way, or a change in a side signal; inactive means no such curve, though single readings can be large or run the other way; the % refers to the polarisation; further: potency means the concentration at half of the fitted maximal effect; on the % scale 0 is the no-effect control and ±100 the full control effect
Target sequence (Q13526 whole entry, looked up): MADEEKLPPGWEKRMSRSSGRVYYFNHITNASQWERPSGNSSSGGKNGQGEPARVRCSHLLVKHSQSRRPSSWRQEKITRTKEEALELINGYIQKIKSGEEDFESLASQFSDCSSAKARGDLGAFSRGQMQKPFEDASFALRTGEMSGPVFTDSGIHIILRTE
IDH1 R132H inh – blocks human mutant IDH1 R132H enzyme; O75874; IDH1-R132H enzyme, NADPH consumption, diaphorase/resazurin fluorescence; Potency, µM (top dose mostly 76.6 µM), without a hit: at the top dose activity change, negative = inhibition, actives largely listed as inhibitors; hit rate 0.093% among 390,000; further: potency means the concentration at half of the fitted maximal effect; on the % scale 0 is the no-effect control and ±100 the full control effect; nearly all actives have a fitted effect of over 65% in size
Target sequence (O75874 whole entry R132H, stated change not applied): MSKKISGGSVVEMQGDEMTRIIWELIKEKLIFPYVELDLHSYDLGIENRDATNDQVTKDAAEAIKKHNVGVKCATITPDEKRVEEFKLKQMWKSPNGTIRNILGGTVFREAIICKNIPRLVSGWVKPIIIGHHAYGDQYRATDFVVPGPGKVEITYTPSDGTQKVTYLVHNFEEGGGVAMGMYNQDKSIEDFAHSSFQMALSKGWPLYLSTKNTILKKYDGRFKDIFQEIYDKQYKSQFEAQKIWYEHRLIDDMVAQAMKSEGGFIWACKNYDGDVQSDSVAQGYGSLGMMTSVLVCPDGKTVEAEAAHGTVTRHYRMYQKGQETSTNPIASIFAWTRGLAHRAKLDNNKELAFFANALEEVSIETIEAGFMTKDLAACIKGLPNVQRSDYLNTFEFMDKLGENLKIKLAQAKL
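IDH1-R132H (0.5 ug/mL) preincubated 30 min with compound, then NADPH (0.016 mM) and alpha-KG (2 mM) added; 80 min at RT, pH 7.5. Remaining NADPH coupled via diaphorase/resazurin to fluorescence (540/590 nm); concentration-response curves normalized to no-enzyme control.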
D2 agonist – D2 dopamine receptor (human) agonism; P14416; AID 485358; HEK293 T-REx D2 cells, calcium flux agonist mode; activation, % at 2 µM; hit rate 0.53% among 340,000;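 active means activation over 3 SD above normal in the single-dose calcium agonist read, cut at about 30% in these data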; further: 0% is about no effect
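Tetracycline-induced HEK293 Trex cells with D2 receptor force-coupled to calcium signaling, plated overnight at 30 C and loaded with no-wash calcium dye. Calcium flux read kinetically for 180 s after compound addition; responses flag agonists.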
rTrxR1 inhibitor – inhibitors of rat thioredoxin reductase 1. O89049. recombinant rTrxR1, NADPH fluorescence consumption, selenite substrate. Potency, µM (doses to about 114 µM), without a hit: at the highest dose activity change, negative = inhibition, usual class: inhibitors. hit rate 1% among 390,000. AID 588453; further: potency means the concentration at half of the fitted maximal effect; on the % scale 0 is the no-effect control and ±100 the full control effect; nearly all actives have a fitted effect of over 65% in size
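Rat TrxR1 (90 nM in the dispensed reagent) was pre-reduced with 400 uM NADPH for 5 min at room temperature, then incubated with compound for 15 min. After 400 uM selenite was added, NADPH fluorescence (Ex 340/Em 450 nm) was followed for 8 min.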
TRHR PAM – allosterically enhances the human TRH receptor; P34981; TRHR cells, fluo-8 calcium fluorescence, EC20 TRH enhancement; enhancement, % at 2 µM; hit rate 0.66% among 360,000; AID 493056; in the data active means enhancement above about 30%; further: 0% is about no effect
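TRHR-expressing cells loaded with fluo-8 calcium dye were read kinetically (ex 480/em 530) during compound addition, then stimulated with an EC20 of TRH (10 nM final). Enhancement of the Gq-mediated intracellular calcium response was scored.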
TRHR agonist – activates the human TRH receptor; P34981; TRHR cells, calcium flux fluo-8, FDSS agonist mode; activation, % at 2 µM; hit rate 0.18% among 360,000; in the data active means activation above about 30%; further: 0% is about no effect
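Read-out: compound-evoked intracellular calcium rise in TRHR cells, fluo-8 dye, kinetic FDSS fluorescence at 1 s/cycle following a 10-cycle baseline. Cells cultured overnight before dye loading (30 min–1.5 h, RT).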
USP1-UAF1 inh – inhibitors of human USP1/UAF1 deubiquitinase; recombinant USP1/UAF1, Ub-Rhodamine cleavage fluorescence; Potency, µM (doses to about 57.1 µM), for inactives: at the highest dose activity change, negative = inhibition, usual class: inhibitors; O94782; hit rate 0.23% among 390,000; AID 743255; further: potency means the concentration at half of the fitted maximal effect; on the % scale 0 is the no-effect control and ±100 the full control effect; nearly all actives have a fitted effect of over 60% in size; inactives centre near -12
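High-throughput fluorogenic screen: 1nM USP1/UAF1 complex, Ub-Rho substrate 150nM final, 50mM HEPES pH 7.8 with 0.5mM EDTA, 0.1 mg/ml BSA, 1mM TCEP and 0.01% Tween-20.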
* = called active by the depositor; ? = inconclusive; . = no result given; [ ] = dose if it differs, or a comment. Unless noted, the call rests on the fitted dose curve; in most records, active means well fitted inhibition curve with a large enough effect; inconclusive means small, poorly fitted or top-dose-only effect; inactive means no such curve, though single readings can be large or run the other way. The list is partial, so the mix of outcomes need not match the whole.

SMILES	TrxR1 substrate	D2 antag	Pin1 inhibitor	IDH1 R132H inh	D2 agonist	rTrxR1 inhibitor	TRHR PAM	TRHR agonist	USP1-UAF1 inh
O=C(O)C1CCC(CNS(=O)(=O)c2ccccc2)CC1 (stereo not given)	10%[57.1 µM]	-7	-8%	-9%	1.3	24%	-5	0.2	-2%
NC(=O)Nn1c(CCC(=O)O)ccc1-c1ccc(F)cc1	24%	.	0%	5%	.	16%	.	.	-20%
Cc1ccc(C(=O)NCC(=O)NCC(c2cccs2)N2CCOCC2)cc1 (stereo not given)	1%	-4	6%	-10%	-0.5	15%	1	0.0	-3%
COc1ccc(N2CCN(C(=O)C(=O)c3cn(CC(=O)N4CCCCCC4)c4ccccc34)CC2)cc1	-5%	-12	0%	1%	0.4	-10%	-4	-0.4	-16%
N/C(=N\OC(=O)CCC1CCCCC1)c1cccc([N+](=O)[O-])c1	-6%	-20	-3%	0%	0.1	6%	-11	3.2	-27%
CN(CC(=O)Nc1ccc(F)cc1)S(=O)(=O)c1ccc2c(c1)c(=O)n(C)c(=O)n2C	2%	10	-3%	-1%	0.5	23%	-6	-0.4	-10%
CCC(=O)NC(=S)Nc1ccc(-c2nc3ccc(C)cc3s2)cc1	-6%	4	3%	-1%	-0.3	7%	3	0.0	-4%
O=C(CN1CCCCC1)Nc1cccc([N+](=O)[O-])c1	-3%	3	-14%	0%	-0.3	13%	-5	-0.1	-1%
COc1cc(-c2cc(-c3ccc(N)cc3)[nH]c(=O)c2C#N)cc(OC)c1OC	0%	-9	?	-3%	5.4	22%	2	5.6	?
CN(Cc1ccccc1)C(=O)C1CCCN1S(=O)(=O)c1ccc2c(c1)n(C)c(=O)c(=O)n2C (stereo not given)	3%	-11	-1%	-2%	11	16%	2	0.0	-6%
O=C(CSc1nc2c(sc3ccccc32)c(=O)n1Cc1ccco1)NCC1CCCO1 (stereo not given)	10%[57.1 µM]	5	?	4%	-1.5	-8%[57.1 µM]	-3	0.1	-3%
COc1ccccc1NC(=O)CCS(=O)(=O)c1ccc2c(c1)oc(=O)n2C	-5%	31*	-17%	3%	-0.2	?	6	0.0	-6%
Cn1c(N2CCCCC2)nc2c1c(=O)n(Cc1cccc(Br)c1)c(=O)n2C	-3%	.	-5%	3%	.	-4%	10	0.0	-15%
CCOC(=O)C1(CCOc2ccccc2)CCN(Cc2ccc(OCC)c(CO)c2)CC1	-2%	.	-14%	-3%	.	8%	.	.	-7%
CCOC(=O)CN(C(=O)CSc1nnc2c(n1)[nH]c1c(C)cc(C)cc12)c1ccccc1	.	61*	.	.	0.6	.	4	-0.2	.
CC(C)[C@H](NC(=O)c1ccccc1)C(=O)NC1=NCCS1	-1%	.	-6%	2%	.	14%	.	.	-15%
Cc1c(-c2ccccc2)c(P(=O)(N2CCOCC2)N2CCOCC2)c2ccccn12	466%[activator]	-10	-20%	0%	0.7	85%[activator]	-12	-0.1	-8%
O=C(CN1C(=O)CSc2ccc(S(=O)(=O)N3CCOCC3)cc21)NCc1ccc(Cl)cc1	6%	18	-1%	-4%	0.2	27%	-8	-0.5	-28%
CNC(=O)C1=NCCCc2cc(OC)c(OC)cc21	7%	9	-9%	4%	0.1	7%	4	-0.1	-10%
CN(c1ccccc1)S(=O)(=O)c1ccc(Cl)c(C(=O)NCCc2c[nH]c3ccccc23)c1	-5%	8	17%	2%	-1.3	0%	-3	-0.7	-23%
COc1ccccc1-c1nc(S(=O)(=O)c2ccccc2)c(N2CCC(C)CC2)o1	-4%	.	-19%	-3%	.	15%	-13	0.6	-14%
O=C(c1ccc(-c2ccccc2)cc1)C1CCCN(C(=O)Cn2cncn2)C1 (stereo not given)	8%	-5	2%	1%	0.0	12%	-5	-0.1	-13%
Clc1ccc(SCCCCN2CCOCC2)cc1	-8%	2	-8%	1%	0.5	-13%	-3	0.0	-18%
O=C(Nc1ccccc1Cc1ccccc1)c1ccccc1F	-1%	-13	1%	9%	0.5	17%	24	-0.6	-16%
COc1ccc(-n2ncc3c(NC(C)C)ncnc32)cc1	10%	6	2%	2%	-0.1	1%	17	0.3	-15%
More structures.
SMILES	TrxR1 substrate	D2 antag	Pin1 inhibitor	IDH1 R132H inh	D2 agonist	rTrxR1 inhibitor	TRHR PAM	TRHR agonist	USP1-UAF1 inh
Cc1occc1-c1nnc(SCC(=O)NC2CCCCC2)o1	-1%	7	0%	-2%	0.1	5%	12	0.2	-6%
COc1nc(C)ccc1-c1noc(-c2cccnc2)n1	0%	-8	-4%	8%	0.7	19%	-7	-0.3	-15%
CCOC(=O)C1=C(C)NC(C)=C(C(=O)OCC)C1c1cc(N)ccc1OC(F)F	5%	0	0%	2%	-0.5	-2%	18	-2.1	-10%
Cc1nc2ccccc2n1/N=C/c1ccc([N+](=O)[O-])o1	9%	.	0%	8%	.	?	.	.	-9%
CC(C)(C)C(=O)Nc1ccc2oc(-c3cc(F)c(F)cc3Cl)nc2c1	17%	4	-2%	4%	-0.1	-7%	6	0.8	3%
CCOC(=O)c1sc2c(c1C)c(=O)c(C(=O)OCC)cn2CC	10%	3	3%	5%	1.1	5%	5	0.2	-13%
O=C(Nc1ccc(Cl)cc1[N+](=O)[O-])c1ccc2c(c1)OCCO2	0%	.	9%	-3%	.	15%	0	1.3	2%
COc1ccc(S(=O)(=O)N2CCCCCC2)cc1NC(=O)CN1C(=O)CNC1=O	7%	.	7%	0%	.	10%[57.1 µM]	.	.	-22%
CCn1c(C(=O)N2CCc3ccccc3C2)cc2sccc21	-4%	-1	21%	4%	-0.5	12%	-2	-0.2	-19%
O=C(COC(=O)/C=C/c1ccc(Cl)cc1)NC1CCCCCC1	4%	-7	-2%	0%	0.8	34%	2	-1.1	-26%
O=[N+]([O-])CC(=Nc1ccc(Cl)cc1)N/N=C\c1oc(O)c2ccccc12	-1%	13	?	0%	-0.9	?	-4	0.6	?
COc1ccccc1NS(=O)(=O)c1cc(C(=O)NCC(c2cccs2)N2CCOCC2)ccc1C (stereo not given)	1%	-1	-3%	11%	0.0	10%	-1	0.6	-5%
Cc1ccccc1NC(=O)NC1(C(=O)NCCCN2CCOCC2)CCCCC1	4%	7	-5%	-1%	0.7	11%	7	-0.7	-14%
CCc1ccc(NS(=O)(=O)c2ccc3[nH]cc(C(=O)N4CCc5ccccc54)c(=O)c3c2)cc1	-10%	2	10%	3%	0.9	-4%	3	1.0	-15%
COc1ccc(S(=O)(=O)N2CCCC(C(=O)NCC3CCCO3)C2)cc1C (stereo not given)	3%	-3	0%	0%	-0.9	16%	-1	-0.4	-5%
O=C(CC1C(=O)NCCN1C(=O)Nc1ccc(F)cc1F)Nc1cc(Cl)ccc1Cl (stereo not given)	3%[57.1 µM]	-17	13%	6%	-0.1	10%[57.1 µM]	-7	0.8	4%
O=C(COC(=O)c1cccnc1Cl)c1ccc(OC(F)F)cc1	2%[57.1 µM]	7	4%	-2%	0.3	23%[57.1 µM]	-2	-0.6	-8%
CCOCCCNC(=O)CCc1nnc2ccc(N3CCCCC3)nn12	1%	-6	9%	1%	0.1	5%	-3	0.0	-13%
CCN1C(=O)C(CC(=O)Nc2ccc(OC)cc2)N(CCN2CCOCC2)C1=S (stereo not given)	-4%	-5	-1%	3%	0.8	18%	7	0.4	-20%
CC(C)(C)c1ccc(-c2ncccc2O)cc1	25%[57.1 µM]	-6	30%	14%	-0.6	9%[57.1 µM]	2	0.1	-7%
COc1ccc(-c2noc(CCC(=O)NCC3CCN(Cc4cccc(C)c4)CC3)n2)cc1	7%[57.1 µM]	-7	2%	2%	-0.8	12%[57.1 µM]	-2	0.2	-20%
CCN1CCN(CC2COc3ccccc3O2)CC1 (stereo not given)	-1%	-32	-2%	-3%	8.4	0%	8	1.3	-12%
CCN(CC)CCNC(=O)C1CCN(c2cc(C)nc3c(-c4ccc(Cl)cc4)c(C)nn23)CC1	-1%	.	2%	1%	0.2	8%	10	-0.4	-7%
Cc1[nH]n(-c2ccc(Br)cc2)c(=O)c1/C=N/NC(=O)c1ccccc1	-8%	-8	-3%	-6%	0.4	41%[2.29 µM]	-1	-1.7	-24%
CCOC(=O)c1cccc(NC(=O)CSc2nnc(COc3ccc(Cl)cc3)o2)c1	13%[57.1 µM]	0	0%	0%	0.6	14%[57.1 µM]	-4	0.2	-18%
CCOC(=O)c1c(C)oc2cc(Br)c(OCC(N)=O)cc12	-8%	-20	-3%	-1%	-0.3	-9%	-2	0.2	-4%
O=C(Nc1ccc(OC(F)F)cc1)Nc1cccc(C(F)(F)F)c1	-11%	-12	-1%	4%	5.3	5%	-11	4.0	-21%
Cc1c(OC(C)C(=O)NCC2CCC(C(=O)O)CC2)ccc2c3c(c(=O)oc12)CCCC3 (stereo not given)	116%[activator]	7	-1%	13%	-0.7	-4%	7	0.3	-20%
Cc1ccccc1NC(=O)CSc1nc2[nH]c(=O)cc(O)c2s1	-13%	6	9%	6%	-0.1	-8%	-2	0.0	-11%

Single entries from above.
Entry of O=[N+]([O-])CC(=Nc1ccc(Cl)cc1)N/N=C\c1oc(O)c2ccccc12 under TrxR1 substrate: -1%
Entry of COc1ccc(-c2noc(CCC(=O)NCC3CCN(Cc4cccc(C)c4)CC3)n2)cc1 under USP1-UAF1 inh: -20%
Entry of O=C(Nc1ccc(Cl)cc1[N+](=O)[O-])c1ccc2c(c1)OCCO2 under TRHR PAM: 0

Results in IDH1 R132H inh and USP1-UAF1 inh, for three of the compounds above:
smiles	IDH1 R132H inh	USP1-UAF1 inh
Cc1nc2ccccc2n1/N=C/c1ccc([N+](=O)[O-])o1	8%	-9%
CC(C)(C)C(=O)Nc1ccc2oc(-c3cc(F)c(F)cc3Cl)nc2c1	4%	3%
CCOC(=O)c1sc2c(c1C)c(=O)c(C(=O)OCC)cn2CC	5%	-13%
